# SRC1 TRFRET art: counter-screen for PPARgamma SRC-1 recruitment agonists: TR-FRET artefact; TR-FRET detection artefact counter-screen, emission ratio; hits give high values; TR-FRET ratio at 8 µM; 99,000 tested, 0.34% active; in the data active means TR-FRET ratio above about 2300; further: inactives centre near 1800; reference of the scale not given here
# SRC3 TRFRET art: TR-FRET artefact, counter-screen to PPARgamma/SRC-3 agonist assay; PPARgamma/SRC-3 format; hits give high values; TR-FRET ratio at 8 µM; 99,000 tested, 0.39% active; AID 1048; in the data active means TR-FRET ratio above about 2000; further: inactives centre near 1600; reference of the scale not given here
# Numbers without * were called inactive.
# The line under a structure holds: SRC1 TRFRET art | SRC3 TRFRET art
O=c1c(-c2ccc(Cl)cc2)cnc2n1CCS2
  1708 | 1460
Cc1ccc(NC(=O)CN(C)C(=O)COc2ccc(C(=O)c3ccc(F)cc3)cc2)cc1
  1915 | 1518
COc1ccc(NC(=O)c2ccsc2NC(C)=O)cc1
  1644 | 1480
COc1cc(NC(=O)CSc2nc(C)cc(C)n2)cc(OC)c1OC
  1778 | 1304
CN(Cc1ccc(-n2cccn2)cc1)Cc1cn(C)nc1-c1ccccc1F
  1679 | 1519
Cc1ccc(NCc2ccco2)cc1C
  1620 | 1415
CCS(=O)(=O)N1CCC(C(=O)NCCN2CCOCC2)CC1
  1851 | 1549
COc1ccccc1NC(=O)CSc1nnc(CSc2nc(C)cc(C)n2)o1
  1593 | 1654
c1ccc(Nc2nc(-c3ccncc3)nc3ccccc23)cc1
  1605 | 1454
COc1ccc(-c2nc3ccccc3nc2-c2ccccc2)cc1
  1592 | 1472
Cc1cc(NC(=O)Cc2ccccc2)ccc1NC(=O)c1cccs1
  1735 | 1765
Cc1ccc(C(=O)OCC2OC3OC(C)(C)OC3C2O)cc1 (stereo unspecified)
  1926 | 1539
Cc1cc(C(=O)CCl)c(C)n1-c1c(C)n(C)n(-c2ccccc2)c1=O
  1691 | 1537
COc1ccc(NC(=S)NCc2ccc3c(c2)cc(C)n3C)cc1
  1933 | 1727
Cc1ccc(S(=O)(=O)NC2(C(F)(F)F)NC(=O)N(CCc3ccccc3)C2=O)cc1 (stereo unspecified)
  1555 | 1685
CC(C)C(NC(=O)c1ccccc1F)C(=O)OCC(=O)c1ccc(F)cc1 (stereo unspecified)
  1850 | 1565
Cc1ccc(CN2CCN(/N=C/c3cccn3C)CC2)c(C)c1
  2040 | 1749
CC1CC2=C(C(=O)O1)C(c1ccccc1)Nc1ccccc1N2 (stereo unspecified)
  1665 | 1399
COc1ccccc1/C=N/NC(=O)CO
  1784 | 1618
CC[n+]1cccc(-c2nc3ccccc3s2)c1
  1887 | 1678
S=c1nc(C2CCCCC2)n(-c2ccccc2)[nH]1
  1541 | 1318
COc1ccc(NC(=O)CSc2ccccc2)cn1
  1751 | 1312
O=C(/C=C/c1ccco1)NCC(=O)N/N=C/c1ccccc1[N+](=O)[O-]
  2046 | 1747
Cc1cccc(NC(=O)CN2C(=O)CSC2=O)c1
  1728 | 1695
Cc1cc(C)cc(NC(=S)N(CCN2CCCCC2)Cc2ccco2)c1
  2032 | 1666
O=C(CCC1CCCCC1)NCCN1C2=NC[C@H](Cc3ccc(O)cc3)N2C[C@H]1Cc1ccc(O)cc1
  1680 | 1346
CCOC(=O)c1ccc(N=c2ssnc2Cl)cc1
  2056 | 1719
Cc1ccc(NC(=O)c2ncc(Cl)c(Cl)c2Cl)cc1C
  1584 | 1747
CC/C(=N/NC(=O)c1ccc(Br)o1)c1ccc(Cl)cc1
  1782 | 1666
CCOC(=O)CC(NC(=O)C(CC)c1ccccc1)c1ccccc1Cl (stereo unspecified)
  1456 | 1488
CCOC(=O)CNC(=O)c1cc(OC)cc(OC)c1
  1936 | 1801
Cc1ccc(-c2nc(CN(C)C3CCOCC3)c(C)o2)s1
  1943 | 1785
O=C(CSc1nc(O)cc(=O)n1-c1ccccc1)c1ccc(Br)cc1
  1662 | 1557
COC(=O)c1ccc(C)c(NC(=O)Cc2ccc([N+](=O)[O-])cc2)c1
  1924 | 1631
CCC1CCCCN1Cc1ccc(N)cc1 (stereo unspecified)
  1762 | 1613
Cc1cc(C)c(S(=O)(=O)N2CCCOC2CNC(=O)C(=O)NCc2ccncc2)c(C)c1 (stereo unspecified)
  1844 | 1626
Cc1cccc(Nc2c(-c3ccc(N4CCOCC4)cc3)nc3ncccn23)c1
  2098 | 1720
O=C(COC(=O)CCCNC(=O)c1ccc(Cl)cc1)Nc1cc(Cl)c(Cl)cc1Cl
  1763 | 1688
O=C(Nc1cc(N2CCCCC2)ncn1)c1ccc(F)cc1
  1874 | 1562
O=C(Nc1cc(S(=O)(=O)N2CCOCC2)ccc1N1CCCC1)c1cnccn1
  1933 | 1595

# In another format: 3 of the compounds above
Cc1cc(C)c(S(=O)(=O)N2CCCOC2CNC(=O)C(=O)NCc2ccncc2)c(C)c1 (stereo unspecified)
  SRC1 TRFRET art: 1844 | SRC3 TRFRET art: 1626

CCOC(=O)CNC(=O)c1cc(OC)cc(OC)c1
  SRC1 TRFRET art: 1936 | SRC3 TRFRET art: 1801

CCC1CCCCN1Cc1ccc(N)cc1 (stereo unspecified)
  SRC1 TRFRET art: 1762 | SRC3 TRFRET art: 1613

# Quoted at random: 2 entries already listed.
# The line under a structure holds: SRC1 TRFRET art | SRC3 TRFRET art
CCOC(=O)CNC(=O)c1cc(OC)cc(OC)c1
  1936 | 1801
CCOC(=O)CC(NC(=O)C(CC)c1ccccc1)c1ccccc1Cl (stereo unspecified)
  1456 | 1488

# The list goes on.
# The line under a structure holds: SRC1 TRFRET art | SRC3 TRFRET art
COc1cc(C)c(NC(=O)C(=S)N2CCCC2)cc1C
  1788 | 1486
CCCCNC(=O)CCn1c(=O)c2ccccc2n(Cc2ccc(F)cc2)c1=O
  1762 | 1545
Cc1ccc(NC(=O)CN2C(=S)NC(C)(C)CC2C)cc1Cl (stereo unspecified)
  1889 | 1466
Clc1ccc(-c2noc(COc3ccccc3)n2)cc1
  1897 | 1538
Cc1cc(C(=O)N/N=C/c2cc(Br)cc([N+](=O)[O-])c2O)c2ccccc2n1
  1700 | 1456
COc1ccc(CNC(=O)c2c(C)cc(=O)oc2C)cc1
  1670 | 1455
Cc1ccc(S(=O)(=O)N2CCC(=O)N(CCOCc3cccc(C)c3)CC2)cc1
  1953 | 1531
O=C1C=C(NCCN2CCOCC2)C(=O)c2cnccc21
  1709 | 1518
C=CCOC(=O)c1ccc(-n2cnc(C)n2)nc1
  1646 | 1414
CC(=O)n1cc([C@@H]2C=C(C(=O)O)O[C@H](OCc3ccc(CO)cc3)C2)c2ccccc21
  1629 | 1692
Cc1cc(C(=O)CSc2nc3ccccc3c(=O)n2C)c(C)n1CC1CCCO1 (stereo unspecified)
  1438 | 1482
CC(=O)Nc1ccc(NC(=O)[C@@H]2CCCN2S(=O)(=O)c2ccc3c(c2)OCCO3)cc1
  1697 | 1685
CCOC(=O)c1ccccc1NC(=S)N1CCC(N2CCCCC2)CC1
  1904 | 1327
CCCCC(CC)C(=O)NCc1ccc(F)cc1 (stereo unspecified)
  1782 | 1601
CCn1cnc2c(oc3ccccc32)c1=O
  2023 | 1691
O=S(=O)(C(=CNc1ccccc1)S(=O)(=O)c1ccccc1)c1ccccc1
  1941 | 1594
CC(C)N1C(=O)CCC1C(=O)N1CCC(Cc2ccccc2)CC1 (stereo unspecified)
  1777 | 1634
CCOC(=O)c1ccc(N=C2SC(C(=O)NCCc3ccccc3)CC(=O)N2C)cc1 (stereo unspecified)
  1658 | 1543
CCCCN(C)C(=O)c1cc2cc([N+](=O)[O-])cc(OC)c2oc1=O
  1919 | 1730
COc1ccc(N(CC(=O)Nc2cc(C)cc(C)c2)S(=O)(=O)c2ccccc2[N+](=O)[O-])c(OC)c1
  1667 | 1639

# Going on with the list:
Molecule	SRC1 TRFRET art	SRC3 TRFRET art
COC(=O)c1sccc1N/N=C/c1ccc(OC)c(OC)c1OC	1904	1417
CCC(C)NCC(=O)Nc1ccc(S(N)(=O)=O)cc1 (stereo unspecified)	1684	1662
Cc1nn(C)c(C)c1/C=N/NC(=O)CCn1nc(C)c([N+](=O)[O-])c1C	1734	1406
CCc1nnc(NC(=O)CSc2nnc(CNc3ccc(C)cc3)n2C)s1	1615	1752
FC(F)Oc1cccc(NC(=S)N2CCN(c3ccccn3)CC2)c1	1629	1544
O=C(CSc1nnc(NC(=O)c2ccccc2C(=O)O)s1)Nc1ccccc1Cl	1702	1268
Cc1cc(Nc2ccc3c(c2)OCCO3)c2ccccc2n1	1613	1482
O=C(Nc1cc(Cl)cc(Cl)c1)C(NCC1CCCO1)c1ccccc1 (stereo unspecified)	1655	1417
CC(C)NC(=O)NC(=O)COC(=O)Cc1c(F)cccc1Cl	1703	1502
COCCN(C(=O)/C=C/c1ccccc1)c1c(N)n(Cc2ccccc2)c(=O)[nH]c1=O	1917	1545
CCC1=C/C(=C/c2sc3ccccc3[n+]2CC)CC(C)(C)C1	1748	1670
CCCC(=O)NC(=S)N1CCN(c2ccc([N+](=O)[O-])cc2)CC1	2097	1588
O=C1CN2NC(=S)N(c3ccc(Cl)cc3)C2=CN1c1ccc(Cl)cc1	1738	1606
Cc1ccc(-c2noc(CN(C)C(=O)Nc3ccc(F)cc3)n2)cc1	1858	1560
O=c1[nH]c(=S)[nH]c(O)c1N=Nc1ccc(-c2ccccc2)cc1[N+](=O)[O-]	1756	1507
COC(=O)c1ccc(OC(=O)CCc2cc(OC)c(OC)c(OC)c2)cc1	2094	1504
O=C1c2nccnc2C(=O)N1c1ccc(F)cc1	1723	1662
CC(=O)Nc1ccc(Nc2c([N+](=O)[O-])c(=O)n(-c3ccccc3)c3ccccc23)cc1	1940	1498
NC(N)=N/N=C/c1ccccc1OC(F)F	1991	1548
COc1cccc(CN(C)C(=O)Nc2cccc(C(F)(F)F)c2)c1OC	1587	1617
O=C1C=C(NC(=O)Nc2ccc(Cl)c(Cl)c2)CCC1	1890	1734
CC(C)Sc1nc2c(c(=O)[nH]c(=O)n2C)n1CCc1ccccc1	1880	1570
COc1cccc(/C=N/N2CCN(c3ccncc3S(=O)(=O)N3CCCCC3)CC2)c1	1834	1585
OC(COCc1ccccc1)CN1CCN(Cc2ccc3c(c2)OCO3)CC1 (stereo unspecified)	1774	1540

# Compounds listed so far that have a COOH group:
Molecule	SRC1 TRFRET art	SRC3 TRFRET art
CC(=O)n1cc([C@@H]2C=C(C(=O)O)O[C@H](OCc3ccc(CO)cc3)C2)c2ccccc21	1629	1692
O=C(CSc1nnc(NC(=O)c2ccccc2C(=O)O)s1)Nc1ccccc1Cl	1702	1268

# Remaining list, next part.
Molecule	SRC1 TRFRET art	SRC3 TRFRET art
O=C(CN(Cc1ccccc1)C(=O)CCC(=O)Nc1nccs1)NCc1ccco1	1810	1529
Cc1ccc(N=C(NO)c2nonc2N)c(C)c1	1560	1435
O=C1C=C(NCc2ccccc2)c2ccccc2C1=O	1612	1439
COC(=O)c1scc(S(=O)(=O)c2ccccc2)c1N	1889	1527
FC(F)(F)c1ccc(C2NCCc3sccc32)cc1 (stereo unspecified)	1857	1636
CCOc1ccc(-n2nnnc2SCC(=O)NNC(=O)c2ccco2)cc1	1756	1529
Cc1ccc(-c2nc3c(c(=O)c4ccccc4n3C)c(=O)n2-c2ccccc2)cc1	1610	1599
CC1=C(C(=O)N2CCCC(C(=O)c3cccc4ccccc34)C2)OCCO1 (stereo unspecified)	1900	1717
Cc1cccc(CN2CCN(Cc3cccc(-n4cccn4)c3)CC2CCO)n1 (stereo unspecified)	1734	1490
CCOC(=O)c1c(/N=C/C2C(=O)CC(C)(C)CC2=O)sc2c1CCCC2	1896	1555
CC1CCN(S(=O)(=O)c2ccc(C(=O)NCc3ccco3)cc2)CC1	1862	1463
COc1ccc(NC2c3ccccc3C(=O)N2Cc2ccco2)cc1OC (stereo unspecified)	1755	1650
Cc1ccc(S(=O)(=O)N(C)C)cc1NC(=S)NC12CC3CC(CC(C3)C1)C2	1817	1650
Cc1ccc2c(Cl)c(C)c(N3CCCCC3)nc2n1	1787	1722
O=C(CCNC(=O)OCc1ccccc1)NC1CCCCC1	1726	1731
Cc1cc(/C=C2/NC(=O)NC2=O)c(C)n1C	1959	1733
C=CCNC(=O)/C(C#N)=C\c1cc(Cl)c(O)c(OCC)c1	1791	1624
CCN(c1ccccc1)S(=O)(=O)c1cc(C(=O)Nc2ccc(Br)cc2)ccc1F	1899	1714
O=C(c1ccco1)N1CCN(C(=O)c2ccccc2[N+](=O)[O-])CC1	1723	1507
CCCC(C)C(=O)Nc1cc([N+](=O)[O-])ccc1F (stereo unspecified)	1913	1752
O=C(NCc1nnc(SCc2ccc(F)cc2)n1-c1ccccc1)C12CC3CC(CC(C3)C1)C2	1844	1533
C=C(C)CC(NCCc1ccccc1)c1ccco1 (stereo unspecified)	1709	1309
CC/C(=N\NC(=O)C(N)=O)c1ccccc1O	1939	1629
Cc1ccc(N2C(=O)N(c3ccc(C)cc3)C3CS(=O)(=O)CC32)cc1 (stereo unspecified)	1742	1649
CCOC(=O)c1c(NC(=O)CSc2ncnc3ccccc23)sc(C(C)=O)c1C	1696	1452
Cc1[nH]c(=O)[nH]c(=O)c1S(=O)(=O)N1CCCC(C(=O)NCCC2=CCCCC2)C1 (stereo unspecified)	1624	1625
CC(C)CCNC(=S)Nc1ccc([N+](=O)[O-])cc1	2100	1615
N/C(=N\OS(=O)(=O)c1ccc(Cl)cc1)c1ccccn1	1977	1522
Cc1[nH]c2ccccc2c1CCN(Cc1cccs1)C(=S)Nc1ccccc1	1869	1534
FC(F)(F)c1cccc(Cn2c3[n+](c4ccc(C(F)(F)F)cc42)CCCCC3)c1	1825	1715
Cc1cc(C)nc(SCCn2c(N3CC(C)OC(C)C3)nc3c2c(=O)n(C)c(=O)n3C)n1 (stereo unspecified)	1951	1878
C=CC[n+]1c(C)csc1Nc1ccc(C)cc1	1816	1295
CCNC(=S)N/N=C/c1cccc(OCc2c(F)cccc2Cl)c1	1678	1631
Cc1ccc(C)c(NC(=S)Nc2cccc3cnccc23)c1	1750	1618
Cc1sc2ncnc(SCc3ccc(C(=O)O)cc3)c2c1C	1730	1387
Cc1ccc(NC(=O)c2cc([N+](=O)[O-])ccc2Cl)c(O)c1	1696	1525
COc1ccccc1N1CCN(C(=O)CSc2nc(C)c(C)c(=O)[nH]2)CC1	1565	1394
Cn1cc(-c2ccno2)c(C(=O)O)n1	1879	1652
CN(CC(=O)N1CCCCC1)S(=O)(=O)c1ccc(Cl)cc1	1861	1615
Cn1cc(Cl)c(C(=O)NNC(=S)NCc2ccco2)n1	1906	1631
O=C(O)Cc1ccc2sc(-c3ccccc3)nc2c1	1824	1604

# Source: PubChem BioAssay

# These rows are one share of the data; the hit share may differ from the screen's.
